procasp7 counter: counter-screen: procaspase-7 (human) activation; P55210; activation, % at 8.5 µM; recombinant procaspase-7, Ac-DEVD-pNA absorbance 405 nm; D23A/D198A/D206A triple mutant, cannot self-cleave; scale: DMSO 0, 5 µM enzyme 100; hit rate 0.093% among 330,000;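 active = percent activation above the screen-wide mean plus 3 SD, cut at about 25% in these data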
Target sequence (P55210 whole entry D23A/D198A/D206A): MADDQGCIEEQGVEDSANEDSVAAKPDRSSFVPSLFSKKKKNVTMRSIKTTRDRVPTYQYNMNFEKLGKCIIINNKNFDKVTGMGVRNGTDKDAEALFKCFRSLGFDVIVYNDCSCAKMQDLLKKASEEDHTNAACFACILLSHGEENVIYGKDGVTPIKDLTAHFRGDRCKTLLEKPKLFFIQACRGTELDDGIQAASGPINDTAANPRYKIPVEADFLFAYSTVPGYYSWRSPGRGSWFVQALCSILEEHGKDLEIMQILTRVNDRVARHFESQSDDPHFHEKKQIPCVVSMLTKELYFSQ
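System: Procaspase-7 triple mutant (PC-7 D3A); measure: % activation from two-timepoint absorbance difference, scaled to controls; times: 1 h compound preincubation, 2 h substrate cleavage, 25 °C; also added: Ac-DEVD-pNA substrate, 400 µM as added; measured by: Epi-absorbance of released pNA at 405 nm, two timepoints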
TPT1 inhibitor: inhibitors of Candida albicans tRNA 2'-phosphotransferase TPT1; inhibition, % at 5 µM; hit rate 0.81% among 300,000; recombinant caTPT1, FP RNA substrate dephosphorylation;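 active = inhibition above the mean of all tested compounds plus 3 SD, set per screening campaign, cut at about 24% in these data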;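 also: plate controls were DMSO alone for no effect and ferristatin control at 100 nM for full effect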
PP1 inh: PP1-alpha (human) inhibition in PP5 counter-screen; P62136; hit rate 0.9% among 320,000; purified PP1alpha, OMFP fluorescence; inhibition, % at 6.7 µM;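 active = inhibition above the mean inhibition of all tested compounds plus 3 SD, computed separately for each screening campaign, cut at about 15% in these data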
Target sequence (P62136 whole entry, looked up): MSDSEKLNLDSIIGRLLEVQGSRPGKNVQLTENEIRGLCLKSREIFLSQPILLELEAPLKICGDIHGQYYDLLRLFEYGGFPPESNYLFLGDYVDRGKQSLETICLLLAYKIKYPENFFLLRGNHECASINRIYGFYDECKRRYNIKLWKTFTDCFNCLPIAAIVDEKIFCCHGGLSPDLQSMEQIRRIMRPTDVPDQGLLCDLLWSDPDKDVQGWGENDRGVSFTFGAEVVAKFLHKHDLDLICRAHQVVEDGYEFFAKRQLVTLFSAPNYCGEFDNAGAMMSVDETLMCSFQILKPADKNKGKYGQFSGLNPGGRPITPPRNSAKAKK
procasp3 activ: activates human procaspase-3; hit rate 0.11% among 330,000; AID 463141; P42574; recombinant procaspase-3 D3A, Ac-DEVD-pNA absorbance 405 nm; activation, % at 8.5 µM;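 active = activation above the mean of all tested compounds plus 3 SD, cut at about 21% in these data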;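 also: 0% = DMSO alone and 100% = DMSO wells spiked with extra 5 µM PC-3 D3A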
Target sequence (P42574 whole entry D9A/D28A/D175A): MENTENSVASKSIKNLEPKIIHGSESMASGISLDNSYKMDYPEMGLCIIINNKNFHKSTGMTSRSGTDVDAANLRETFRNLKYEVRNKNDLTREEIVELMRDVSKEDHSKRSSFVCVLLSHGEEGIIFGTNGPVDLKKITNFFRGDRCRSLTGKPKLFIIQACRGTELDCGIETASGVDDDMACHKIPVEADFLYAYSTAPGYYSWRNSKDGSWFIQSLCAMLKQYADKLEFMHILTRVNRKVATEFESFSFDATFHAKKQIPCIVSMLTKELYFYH
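Assay system: Autoprocessing-dead procaspase-3 D3A mutant enzyme; also added: Ac-DEVD-pNA; doses: one concentration, 8.5 µM nominal, 0.8% DMSO; times: 1 h compound preincubation, 2 h substrate hydrolysis at 25 °C; technique: 405 nm absorbance of p-nitroaniline, reads at 0 and 120 min; measure: % activation between DMSO and enzyme-spiked controls; repeats: single replicate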
PAFAH2 FP inh: PAFAH2 (human) inhibition; Q99487; recombinant PAFAH2, FP-rhodamine activity probe, fluorescence polarization; inhibition, % at 3.39 µM; hit rate 0.99% among 340,000; AID 492956;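 active = inhibition above the mean over all tested compounds plus 3 SD, cut at about 30% in these data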;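 also: inhibitors block probe labeling of enzyme so polarization drops; 0% = enzyme with DMSO and 100% = wells lacking PAFAH2 protein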
PP5 primary: PP5 (human) phosphatase inhibition; purified PP5c, OMFP substrate fluorescence; inhibition, % at 6.7 µM; hit rate 0.18% among 320,000;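 active = inhibition above the campaign's mean inhibition across all tested compounds plus 3 SD, cut at about 9.5% in these data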;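 also: 0% = DMSO only and 100% = 100 µM cantharidin control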
Fh CTSL1 inh: blocks F. hepatica cathepsin L1 in PFM18AAP counter-screen; recombinant F. hepatica cathepsin L1, Z-Leu-Arg-MCA fluorescence; inhibition, % at 5.96 µM; hit rate 0.49% among 300,000; AID 1906;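 active = inhibition above the mean of all tested compounds plus 3 SD, set per screening campaign, cut at about 17% in these data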;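 also: 0% = plate median of test compound wells and 100% = 1 µM Z-Phe-Ala-diazomethylketone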
HCV core dimer: blocks dimerization of HCV core protein | TR-FRET GST/Flag-core106 dimerization, 1536-well | inhibition, % at 5 µM | hit rate 0.33% among 300,000;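 active = inhibition above the mean of all tested compounds plus 3 SD, set per screening campaign, cut at about 45% in these data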
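Assay system: Tagged HCV core106 pair (GST and Flag) | Buffer or medium: KF-containing HEPES buffer, pH 7.45, DTT, CHAPS, BSA | Also added: Eu donor and XL665 acceptor anti-tag antibodies | Dosing: One concentration, 5 µM, in 0.5% DMSO | Timing: 4 h at 22.5 °C | Technique: TR-FRET 671 and 617 nm emission | Repeats: Singlicate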
AHR act: activates the human aryl hydrocarbon receptor; activation, % at 5 µM; hit rate 2.5% among 320,000; AHR-responsive luciferase reporter cells, luminescence; P35869; in the data active = activation above about 47%;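 also: 0% = vehicle wells and 100% = reference agonist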
* = called active by the depositor.

`CCOc1ccc(OCC)c(NC(=O)CSc2nc3c(c(=O)n(C)c(=O)n3C)n2CC)c1` gave procasp7 counter -3.9, TPT1 inhibitor -0.8, PP1 inh 0.3, procasp3 activ 1.1, PAFAH2 FP inh -4.4, PP5 primary -0.6, Fh CTSL1 inh 2.1, HCV core dimer -1.0 and AHR act 3.3.
O=C(Oc1c(Br)cc([N+](=O)[O-])cc1Br)c1cccnc1 was read as procasp7 counter 7.4, TPT1 inhibitor 2.9, PP1 inh -0.5, procasp3 activ -7.1, PAFAH2 FP inh 0.1, PP5 primary -1.5, Fh CTSL1 inh 0.2, HCV core dimer -8.3 and AHR act 1.3.
COc1cc(OC)cc(-c2nc(SCC(=O)Nc3ccccc3F)n[nH]2)c1 was read as procasp7 counter 8.5, TPT1 inhibitor -2.2, PP1 inh -0.6, procasp3 activ 4.0, PAFAH2 FP inh -1.9, PP5 primary 5.5, Fh CTSL1 inh -1.0, HCV core dimer -17.8 and AHR act 9.9.
`COc1ccc(SCCN2CCN(CC(C)C)CCC2=O)cc1` gave procasp7 counter -6.1, TPT1 inhibitor -1.2, PP1 inh 0.9, procasp3 activ 4.1, PAFAH2 FP inh 5.5, PP5 primary 2.7, Fh CTSL1 inh -5.6, HCV core dimer 1.6 and AHR act 0.9.
Screening CCOc1ccc2nc(NCCNC(=O)Nc3cccc(C)c3)c(C#N)cc2c1 returned procasp7 counter 9.5, TPT1 inhibitor -2.2, PP1 inh 0.4, procasp3 activ 13.7, PAFAH2 FP inh -13.5, PP5 primary -0.6, Fh CTSL1 inh 2.1, HCV core dimer 4.8 and AHR act 10.1.
Screening CS(=O)(=O)N(CC(=O)NCc1ccco1)c1ccccc1Cl returned procasp7 counter -2.9, TPT1 inhibitor -1.6, PP1 inh 1.9, procasp3 activ -4.3, PAFAH2 FP inh 3.8, PP5 primary -4.6, Fh CTSL1 inh -3.3, HCV core dimer -13.4 and AHR act 4.9.
For COc1ccc(OC)c(NC(=O)NNC(=O)c2cc3occc3[nH]2)c1 the results were procasp7 counter 8.9, TPT1 inhibitor -0.8, PP1 inh 1.2, procasp3 activ 0.2, PAFAH2 FP inh -2.2, PP5 primary -0.9, Fh CTSL1 inh 0.9, HCV core dimer -6.2 and AHR act 4.6.
`O=S(=O)(c1ccc2ccccc2c1)N1CCCCC1` gave procasp7 counter 0.0, TPT1 inhibitor -0.8, PP1 inh -2.9, procasp3 activ 1.9, PAFAH2 FP inh 9.3, PP5 primary -0.5, Fh CTSL1 inh 2.7, HCV core dimer 3.4 and AHR act 3.3.
Screening CSc1ccc(CCNC(=O)CCc2nnc3ccc(N4CCCC4)nn23)cc1 returned procasp7 counter 2.7, TPT1 inhibitor -2.0, PP1 inh 1.3, procasp3 activ 2.7, PAFAH2 FP inh 11.8, PP5 primary 0.0, Fh CTSL1 inh -4.2, HCV core dimer 0.9 and AHR act -1.8.
Screening COC(C)c1oc2c(C)c3oc(=O)cc(C)c3cc2c1C (configuration not stated) returned procasp7 counter 3.5, TPT1 inhibitor -5.7, PP1 inh -0.3, procasp3 activ 5.8, PAFAH2 FP inh 0.6, PP5 primary 0.1, Fh CTSL1 inh 0.5, HCV core dimer -1.0 and AHR act 17.9.
For CC(C)(C)OC(=O)N1CCC(C(=O)N2CCOCC2)CC1 the results were procasp7 counter 9.9, TPT1 inhibitor -4.0, PP1 inh -1.3, procasp3 activ -5.2, PAFAH2 FP inh -13.7, PP5 primary 2.2, Fh CTSL1 inh -4.1, HCV core dimer -2.7 and AHR act 1.4.
`O=C(NCc1ccc(F)cc1)c1cc2c(cc1Cl)N1CCCCCC1=NS2(=O)=O` gave procasp7 counter -6.5, PP1 inh -5.2, procasp3 activ -3.4, PAFAH2 FP inh -2.1, PP5 primary -1.7 and AHR act 4.2.
For CCOc1ccc(/C=C(\C#N)C(=O)Nc2cccnc2)cc1 the results were procasp7 counter 7.9, TPT1 inhibitor -1.0, PP1 inh 1.6, procasp3 activ 6.6, PAFAH2 FP inh -1.5, PP5 primary -0.2, Fh CTSL1 inh -2.3, HCV core dimer -0.9 and AHR act 5.0.
CCN(CC)c1ccc(/C=C(\C#N)C(=O)NCc2ccccc2)cc1 was read as procasp7 counter -38.4, TPT1 inhibitor 89.3*, PP1 inh -0.7, procasp3 activ -37.7, PAFAH2 FP inh 11.4, PP5 primary 3.2, Fh CTSL1 inh 2.2, HCV core dimer 11.5 and AHR act 20.5.
CCOP(=O)(OCC)c1nc(-c2cccc3ccccc23)oc1NCCc1ccc(OC)cc1 was read as procasp7 counter 29.5*, TPT1 inhibitor -6.5, PP1 inh 0.7, procasp3 activ 21.8*, PAFAH2 FP inh 5.7, PP5 primary 4.1, Fh CTSL1 inh 2.6, HCV core dimer 0.9 and AHR act 33.2.
Screening Cc1cc(=O)[nH]c(N/N=C/c2cc(C)n(CC(F)(F)F)c2C)n1 returned procasp7 counter 3.1, TPT1 inhibitor -2.1, PP1 inh -5.5, procasp3 activ 1.8, PAFAH2 FP inh 0.4, PP5 primary -2.3, Fh CTSL1 inh -0.4, HCV core dimer -5.7 and AHR act 28.0.
For O=C(Cn1c(C(=O)OCCO)cc2ccccc21)c1ccccc1 the results were procasp7 counter -0.4, TPT1 inhibitor -0.5, PP1 inh 0.1, procasp3 activ 4.4, PAFAH2 FP inh -0.8, PP5 primary 2.9, Fh CTSL1 inh -2.2, HCV core dimer -2.2 and AHR act 43.7.
Screening COc1ccc(Br)cc1C(=O)N/N=C/c1ccc([N+](=O)[O-])cc1 returned procasp7 counter 10.1, TPT1 inhibitor -2.0, PP1 inh -0.4, procasp3 activ 1.1, PAFAH2 FP inh -3.1, PP5 primary 2.4, Fh CTSL1 inh 3.9, HCV core dimer -1.6 and AHR act 4.4.
COc1ccc(C(=O)C(OC(=O)CNC(=O)c2ccco2)c2ccccc2)cc1 (configuration not stated) was read as procasp7 counter 7.7, TPT1 inhibitor -1.3, PP1 inh 1.3, procasp3 activ 0.5, PAFAH2 FP inh 3.9, PP5 primary -0.4, Fh CTSL1 inh 33.2*, HCV core dimer 7.8 and AHR act 1.2.
`O=C(CCC1CCCC1)Nc1nnc(-c2ccc3c(c2)OCO3)s1` gave procasp7 counter 3.8, TPT1 inhibitor -0.1, PP1 inh -4.0, procasp3 activ 5.5, PAFAH2 FP inh -3.3, PP5 primary -1.5, Fh CTSL1 inh -0.4, HCV core dimer 11.9 and AHR act 2.4.
For Cc1nc(C)c(-c2csc(Nc3ccc(N)cc3)n2)s1 the results were procasp7 counter -21.9, TPT1 inhibitor -2.5, PP1 inh 0.2, procasp3 activ -8.3, PAFAH2 FP inh -0.5, PP5 primary -1.1, Fh CTSL1 inh 2.9, HCV core dimer -56.8 and AHR act 126.5*.
CC(C)NC(=O)c1ccccc1NC(=O)C1CCCO1 (configuration not stated) was read as procasp7 counter -4.4, TPT1 inhibitor 0.1, PP1 inh -1.2, procasp3 activ -0.6, PAFAH2 FP inh 10.9, PP5 primary -1.3, Fh CTSL1 inh -3.9, HCV core dimer -6.6 and AHR act 0.3.
O=c1[nH]c(=O)n(C2CCCCCC2)c(O)c1C=NCc1ccc(F)cc1 was read as procasp7 counter -1.1, TPT1 inhibitor -3.3, PP1 inh 6.3, procasp3 activ 0.3, PAFAH2 FP inh -0.7, PP5 primary 3.0, Fh CTSL1 inh 3.5, HCV core dimer 11.6 and AHR act 2.2.
Screening Cc1ccc(C(=O)NCCNS(=O)(=O)c2ccccc2)cc1 returned procasp7 counter -6.4, TPT1 inhibitor -4.6, PP1 inh -1.4, procasp3 activ -4.4, PAFAH2 FP inh 4.2, PP5 primary -0.3, Fh CTSL1 inh 2.3, HCV core dimer -4.5 and AHR act 2.3.
Screening COc1ccc(N(CC(=O)N2CCCCC2)S(=O)(=O)c2c(C)nn(C)c2C)cc1 returned procasp7 counter 1.8, TPT1 inhibitor -5.1, PP1 inh -2.3, procasp3 activ -9.9, PAFAH2 FP inh -5.3, PP5 primary 0.0, Fh CTSL1 inh -0.4, HCV core dimer 14.6 and AHR act 0.8.
`O=S(=O)(NCCc1cccs1)c1ccc(Br)cc1` gave procasp7 counter -1.0, TPT1 inhibitor -1.4, PP1 inh -2.3, procasp3 activ -1.1, PAFAH2 FP inh 6.3, PP5 primary 3.3, Fh CTSL1 inh 0.1, HCV core dimer -1.6 and AHR act 1.7.
For COc1ccc(C(=O)N2CCc3cc4c(cc3C2C)OCCCO4)cc1 (configuration not stated) the results were procasp7 counter -3.4, TPT1 inhibitor -0.2, PP1 inh -7.3, procasp3 activ -4.9, PAFAH2 FP inh 4.5, PP5 primary 3.7, Fh CTSL1 inh -1.4, HCV core dimer 1.6 and AHR act 0.1.
For Cc1noc(C)c1S(=O)(=O)N(C)C[C@H]1Oc2c(NC(=O)Nc3ccc(C(F)(F)F)cc3)cccc2C(=O)N([C@H](C)CO)C[C@@H]1C the results were procasp7 counter -2.4, procasp3 activ 12.6, PAFAH2 FP inh -19.3 and AHR act 1.8.
CCn1c(SCc2cccc(C)c2)nnc1-c1ccccc1 was read as procasp7 counter -10.2, TPT1 inhibitor 0.9, PP1 inh -11.9, procasp3 activ 4.0, PAFAH2 FP inh -8.7, PP5 primary 2.1, Fh CTSL1 inh -9.9, HCV core dimer 1.3 and AHR act -0.4.
CC(=O)c1ccc(S(=O)(=O)N2CCNCC2)cc1 was read as procasp7 counter -10.1, TPT1 inhibitor 0.7, PP1 inh -1.4, procasp3 activ -0.5, PAFAH2 FP inh 4.9, PP5 primary 2.0, Fh CTSL1 inh -5.2, HCV core dimer 2.0 and AHR act 2.3.
`O=C(CCNC(=O)N1CC(=O)Nc2ccccc21)NCc1cccc(Cl)c1` gave procasp7 counter 0.2, TPT1 inhibitor -1.8, PP1 inh 2.1, procasp3 activ 1.9, PAFAH2 FP inh 6.8, PP5 primary -1.1, Fh CTSL1 inh -7.5, HCV core dimer 4.5 and AHR act 4.2.
For COc1ccc(-c2oc3c4c(cc(OC)c3c(=O)c2CC=C(C)C)OC(C)(C)C=C4)c(OC)c1 the results were procasp7 counter 0.9, TPT1 inhibitor -2.6, PP1 inh 9.7, procasp3 activ -0.9, PP5 primary 1.9, Fh CTSL1 inh 1.1, HCV core dimer 9.9 and AHR act 3.0.
For CO/N=C/c1ccc(N2CCN(C(=O)c3cccc(C(F)(F)F)c3)CC2)c([N+](=O)[O-])c1 the results were procasp7 counter 3.6, TPT1 inhibitor 2.0, PP1 inh 3.3, procasp3 activ -2.5, PAFAH2 FP inh 2.1, PP5 primary 5.4, Fh CTSL1 inh 1.4, HCV core dimer 5.0 and AHR act -2.7.
COc1ccc(Cl)cc1C(=O)Nc1nc2ccccc2[nH]1 was read as procasp7 counter -11.2, TPT1 inhibitor 2.7, PP1 inh 2.8, procasp3 activ -3.8, PAFAH2 FP inh 5.6, PP5 primary 1.1, Fh CTSL1 inh 2.3, HCV core dimer -8.3 and AHR act 30.5.

Screening results as filed in PubChem BioAssay.

Rows are unselected. About 5.6% of those tested had a hit in this group.
